# Assay outcomes: PubChem, National Center for Advancing Translational Sciences (NCATS)
# Epigenetic reg: derepresses silenced GFP reporter in murine cells; 280,000 compounds, 0.2% hits; murine LDR cells, GFP reporter derepression, 30 h; Potency, µM (top dose mostly 53.9 µM), inactives show at the highest dose GFP activation, usual class: activators; active = well fitted activation curve with a large enough effect; inconclusive = small, poorly fitted or top-dose-only effect; note: % of control where 0% means no effect; nearly all actives have a fitted effect of over 60% in size
#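 Reporter derepression read as number of fluorescent GFP-positive objects, 20-120 um in size, counted by laser-scanning cytometer. Mouse LDR line with an epigenetically silenced CMV-GFP locus; compound incubation 30 h, 37 C.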
# Numbers without * were called inactive; u = inconclusive. Potency is the fitted concentration of half-maximal effect. Not all compounds are listed; rates above refer to the full screens.
Epigenetic reg	canonical_smiles
0.7%	COc1ccc(CCNC(=O)c2cnc3sc(N4CCC(C)CC4)nn3c2=O)cc1OC
-4.2%	CCC(CC)C(=O)Nc1cc(-c2ccccc2F)nn1-c1ccccc1
5.7%	COc1ccc(OC)c(CNc2nc3ccc(C)cc3n3nnnc23)c1
-1.3%	COc1cccc2c1Oc1ncccc1N(C(=O)CCC(=O)NCc1ccccc1Cl)C2
15.1%	CCc1ccc(NC(=O)Cn2c(=O)c3cc(Cl)ccc3n3nncc23)cc1
-5.5%	Cc1ccc(Cl)cc1N1CCN(C(=O)C2CCN(S(=O)(=O)c3cn(C)cn3)CC2)CC1
-1.1%	CCN(CC)c1ccc(-n2nc3cc(C)c(NC(=O)c4ccccc4C)cc3n2)c(C)c1
4.0%	COc1ccc(NC(=O)CCc2nc3c(C)nn(-c4ccc(C)cc4)c3n(C)c2=O)c(OC)c1
-2.5%	CCN(C(=O)Cn1c(=O)oc2cc(S(=O)(=O)N3CCCCCC3)ccc21)c1cccc(C)c1
-1.5%	COc1ccc(-n2nc3c(N4CCC(C(=O)N5CCC(C)CC5)CC4)nnc(C)c3c2C)cc1
0.0%	CCOC(=O)c1cccc(NC(=O)NCc2ccc3c(c2)CCN3C(=O)c2ccccc2)c1
-3.2%	CCOc1ccccc1C(=O)Nc1nc2c(s1)CC(C)CC2 (centres undefined)
0.3%	CCOC(=O)c1cccc(Nc2ccc3cc(S(=O)(=O)N4CCCCC4)ccc3n2)c1
1.0%	CCOCCCn1c(=N)c(C(=O)NC(C)c2ccccc2)cc2c(=O)n3cccc(C)c3nc21 (centres undefined)
4.6%	CCC(=O)N1CCc2cc(Br)cc(S(=O)(=O)N3CCCC(C(=O)Nc4cccc(Cl)c4C)C3)c21 (centres undefined)
-0.7%	Cc1cc(C)nc(NS(=O)(=O)c2ccc(NC(=O)COc3ccc(C(C)(C)C)cc3)cc2)n1
-1.4%	COc1ccc(C(=O)NCc2nnc(SCC(=O)Nc3ccc(F)cc3)n2-c2ccccc2)cc1
-0.1%	CCc1ccc(Oc2c(C(F)(F)F)oc3c(CN4CCCC(C)C4)c(O)ccc3c2=O)cc1 (centres undefined)
0.0%	Cc1ccc2occ(-c3cc(-c4ccccc4)nc4c3COc3ccccc3-4)c(=O)c2c1
-0.2%	Cc1ccc(Cn2cc(S(=O)(=O)c3cccc(C)c3)c(=O)c3cc(F)c(N4CCOCC4)cc32)cc1
-1.1%	CCN(CCCNC(=O)c1cc2c(=O)n(CC)c3ccccc3c2s1)c1cccc(C)c1
-1.2%	Cc1ccc(CN2CCCn3nc(C(=O)NCc4ccc(N(C)C)cc4)cc3C2=O)cc1
6.1%	CC1CN(C(=O)Nc2ccc(C(=O)NCc3ccccc3F)cc2)c2ccccc2S1 (centres undefined)
-1.0%	CC(C)(C)NC(=O)CSc1nc(-c2ccc(F)cc2)cc(C(F)(F)F)n1
2.8%	O=C(Nc1ccccc1Cl)c1ccc(F)c(S(=O)(=O)NCc2ccc(Cl)c(Cl)c2)c1
-2.4%	CCOC(=O)c1[nH]c(C)c(CCC(=O)NC(C)c2ccccc2)c1C (centres undefined)
-0.4%	Cc1ccc(NCc2nc3ccccc3n2CCOc2ccccc2C)cc1
2.2%	COc1ccc(-c2nc(CSCC(=O)NCCc3ccc(C)cc3)c(C)o2)cc1OC
0.0%	COc1ccc(-c2cc(C(F)(F)F)nc(NCc3ccccc3)n2)cc1
0.7%	Cc1coc2c(C)c3oc(=O)c(CCC(=O)N4CCCCC4)c(C)c3cc12
2.2%	CCn1c(=O)c2cc(C(=O)Nc3cc(F)ccc3F)sc2c2ccccc21
1.6%	COc1ccccc1C(=O)Nc1ccc2nc(SCCOc3ccccc3C)sc2c1
1.6%	CCCCOC(=O)c1cccc(NC(=O)/C=C/c2ccccc2Cl)c1
0.4%	CCc1ccc(Sc2cc(C(=O)NCc3cccc(OC)c3)c3ccccc3n2)cc1
0.0%	Cc1cc(C)c2c(c1)c(C)cc1nnc(SCC(=O)c3ccccc3)n12
0.0%	CCOc1ccc(NC(=O)c2c(NCc3cccs3)sc3c2CCCCC3)cc1
-4.8%	Cc1ccccc1-c1noc(-c2cccnc2N2CCN(c3ccccc3)CC2)n1
-0.7%	COc1ccc(OCc2nc(-c3ccc(OC)c(OC)c3)no2)cc1
1.4%	CC(C)NC(=O)c1nn(C)c2c1CS(=O)(=O)c1ccccc1-2
0.0%	COc1ccc(NC(=O)c2cc(S(=O)(=O)N3CCCC3)ccc2OC)cc1
4.2%	COc1ccc(-n2nnnc2C2CCN(S(=O)(=O)c3ccc(NC(C)=O)cc3)CC2)cc1
0.0%	CC(NC(=O)CN(C)S(=O)(=O)c1ccc2c(c1)c(=O)n(C)c(=O)n2C)c1ccccc1 (centres undefined)
-1.8%	COc1ccc(NC(=O)c2ccc(NC(=O)CCS(=O)(=O)c3cccs3)cc2)cc1
2.2%	COc1ccc(Cl)cc1NC(=O)c1cc(C)nn1-c1ccccc1
1.2%	CCOc1ccc(N2CC(NC(=O)CCc3ccccc3)CC2=O)cc1 (centres undefined)
-1.3%	Cc1ccccc1CN1CCC(CNc2ncnc3onc(-c4ccc(Cl)cc4)c23)CC1
-5.8%	COc1ccc(-c2csc3ncnc(Nc4cccc(F)c4)c23)cc1
-0.5%	CCS(=O)(=O)N1CCc2cc(C(=O)NC(C)c3ccccc3)ccc21 (centres undefined)
0.0%	Cc1ccc(-c2nc3cccnc3s2)cc1NC(=O)C(C)C
2.9%	CCCCC(=O)N1CCc2cc(OC)c(OC)cc2C1COc1ccc(C(=O)OCC)cc1 (centres undefined)
1.4%	O=C(CSc1nc2c(c(=O)[nH]1)CCC2)Nc1cc(C(F)(F)F)ccc1Cl
0.3%	CCOC(=O)c1ccc(NC(=O)CCc2c(C)nc3c(c(C)nn3-c3ccccc3)c2C)cc1
-0.1%	Cc1cccc(Cn2c(=O)n(-c3ccccc3C)c(=O)c3c2c2cc(C)ccc2n3C)c1
-0.5%	COc1ccc(-c2nc(C(=O)Nc3cccc(C(C)=O)c3)nn2-c2ccccc2Cl)cc1
3.5%	COc1cc(Cl)c(C)cc1NS(=O)(=O)c1c(C)nc2sccn2c1=O
0.0%	COc1ccc2c(c1)CCc1c(C(=O)Nc3cc(C)ccc3O)noc1-2
1.6%	CCCC(=O)OCc1cnc(C)c2oc(=O)c(C(=O)Nc3cccc(C(F)(F)F)c3)cc12
3.5%	COc1ccc(-c2nc3scc(CCNS(=O)(=O)c4ccc5c(c4)OCCO5)n3n2)cc1
2.6%	Cc1cccc(-c2nc3c4ccccc4n(CC(=O)Nc4cc(F)ccc4F)c(=O)n3n2)c1
3.4%	Cc1ccc(Cl)cc1-n1ncc2c(Nc3ccc4c(c3)OCCO4)ncnc21

# Three entries already listed, sorted by the value under Epigenetic reg, falling.
Epigenetic reg	canonical_smiles
2.8%	O=C(Nc1ccccc1Cl)c1ccc(F)c(S(=O)(=O)NCc2ccc(Cl)c(Cl)c2)c1
0.7%	Cc1coc2c(C)c3oc(=O)c(CCC(=O)N4CCCCC4)c(C)c3cc12
-0.4%	Cc1ccc(NCc2nc3ccccc3n2CCOc2ccccc2C)cc1

# The list goes on:
Epigenetic reg	canonical_smiles
-1.3%	CCOC(=O)c1c(C)oc2nc(C)nc(NCCCN3CCN(c4ccccc4OC)CC3)c12
u	CCOc1cc(C2c3c(oc4ccccc4c3=O)C(=O)N2Cc2ccc(OC)cc2)ccc1O (centres undefined)
-2.4%	CC(=O)Nc1ccc(NC(=O)CN2C(=O)CCc3cc(S(=O)(=O)N4CCCCC4)ccc32)cc1
0.0%	CCC(=O)N1c2ccc(S(=O)(=O)N3CCC(C)CC3)cc2CC1C (centres undefined)
-0.4%	CC(=O)N1CCC2(CC1)OC(=O)C(C)=C2C(=O)Nc1ccccc1C(F)(F)F
-1.3%	COc1ccccc1N1CCN(C(=O)C2CCN(S(=O)(=O)c3cccc4nonc34)CC2)CC1
-3.2%	CCOc1ccc(NC(=O)c2sc(-n3nc(C)c(Cc4ccc(Cl)cc4)c3C)nc2C)cc1
0.8%	COc1ccc(NC(=O)CSc2nc3c(oc4ccccc43)c(=O)n2-c2ccccc2)cc1OC
1.1%	Cc1ccc(CCNC(=O)c2cc(Nc3ccc(C)c(C)c3)nc3ccccc23)cc1
u	O=C(Nc1sc2c(c1C(=O)NCc1cccnc1)CCCC2)c1cc(=O)c2ccccc2o1
-1.1%	Cc1ccc(NC(=O)C2CCCN(S(=O)(=O)c3cccs3)C2)c(C)c1 (centres undefined)
5.1%	COc1ccccc1CNC(=O)c1cc2sccc2n1Cc1ccc(Cl)cc1
-2.2%	COc1ccc(NC(=O)c2ccc(-c3nc(CSc4ccccc4)c(C)o3)cc2)c(OC)c1
-1.6%	Cc1cccc(-c2nc3c(cnn3-c3ccccc3)c(=O)n2-c2ccc(Br)cc2)c1
0.0%	CCOC(=O)c1ccc(NC(=O)c2c(NCc3cccc(OC)c3)sc3c2CCC3)cc1
0.0%	CCc1ccc(NC(=O)CN2C(=O)C(=O)c3ccccc32)cc1
-1.1%	COc1ccccc1CNC(=O)c1c[nH]c2ccc(S(=O)(=O)Nc3cc(C)cc(C)c3)cc2c1=O
8.4%	COc1ccccc1NC(=O)CN1C(=O)C2(SCC(=O)N2c2ccc(F)c(F)c2)c2ccccc21 (centres undefined)
-3.3%	O=c1c2sc3ccccc3c2n(Cc2cccc(F)c2)c(=O)n1Cc1ccccc1
3.8%	CC(CCc1ccccc1)NC(=O)CSc1n[nH]c(-c2ccccc2Cl)n1 (centres undefined)
8.1%	O=C(CSc1nc2c(oc3ccccc32)c(=O)n1Cc1ccco1)Nc1ccccc1
0.0%	CCOc1ccc(N(Cc2ccccc2)C(=O)c2nc(SCC)ncc2Cl)cc1
-1.8%	CC1CCc2c(sc(NC(=O)c3cc(-c4cccc(Cl)c4)on3)c2C(N)=O)C1 (centres undefined)
2.1%	O=C(CSc1ccccc1)NCc1ccc2c(c1)CCN2C(=O)c1ccccc1
-1.4%	CCCCNc1ncnc2c1nnn2C
2.4%	COc1cccc(N2CCN(C(=O)CN3C(=O)COc4ccc(S(=O)(=O)N5CCC(C)CC5)cc43)CC2)c1
u	CCOc1nc(-c2ccccc2)ccc1-c1noc(-c2ccc(C)cc2)n1
-1.6%	COc1ccc(S(=O)(=O)N(CCc2ccccc2)CC(=O)NCc2ccc(C)cc2)cc1
-1.1%	CCCc1cc(=O)oc2c3c(ccc12)OCN(Cc1ccc(OC)cc1)C3
1.6%	CC(C)c1ccc(NC(=O)Cn2c(=O)n(Cc3nc(-c4ccccc4)no3)c(=O)c3cc4c(cc32)OCO4)cc1
1.8%	Oc1ccc(-c2nc3ccc(Cl)cn3c2Nc2ccc(Cl)cc2)cc1
-1.1%	COc1cccc(NC(=O)c2nnn(Cc3cccc(C(F)(F)F)c3)c2N)c1
6.7%	Cc1ccc(-n2ncc3c(N4CCC(Cc5ccccc5)CC4)ncnc32)cc1C
0.0%	COc1ccc(CCNC(=O)CCCn2c(=O)c3ccccc3n(CC(=O)Nc3c(C)cc(C)cc3C)c2=O)cc1OC
2.3%	Cc1cc(Nc2ccc(C)c(Cl)c2)n2nc(Cc3ccccc3)nc2n1
-1.1%	CCOC(=O)CC(NC(=O)c1cc2cc(Br)cc(OC)c2oc1=O)c1ccc(OC)cc1 (centres undefined)
0.8%	CN(C)CCNC(=O)Cc1ccc(NC(=O)N2CCCCc3ccccc32)cc1
-0.5%	CCN(Cc1ccccc1)C(=O)Cn1c(=O)n(-c2ccc(Cl)cc2)c(=O)c2c(C)c(C(=O)N(C)C)sc21
0.0%	COc1ccc(CNC(=O)CN2C(=O)CCCc3ccccc32)cc1
4.2%	Cc1ccc(Cn2cc3c(n2)-c2c(oc(C(=O)Nc4ccc(F)cc4F)c2C)CC3)cc1
1.4%	O=C(Nc1cccc(C(F)(F)F)c1)c1cc(S(=O)(=O)N2CCCC2)c[nH]1
-1.8%	CCOC(=O)C(C)Nc1ncnc2onc(C)c12 (centres undefined)
-3.7%	Cc1ccc(C)c(OC(=O)CSc2nnc(-c3ccc4c(c3)OCO4)o2)c1
-0.6%	COc1cccc(-c2nc3c(C#N)c[nH]n3c2NC2CCCCC2)c1
3.6%	CCC(=O)N1CCc2cc(Br)cc(S(=O)(=O)N3CCN(c4ccc(C(C)=O)cc4)CC3)c21
5.0%	CCn1cc(C(=O)N2CCN(c3ccc(OC)cc3)CC2)c(=O)c2cc(S(=O)(=O)N3CCOCC3)ccc21
0.2%	CC(C)(C)C(=O)Cn1c(=O)n(-c2ccc(Cl)cc2)c(=O)c2c3c(sc21)CCCC3
-1.2%	Cc1ccc(CCNC(=O)Cn2ncc3c([nH]c4ccccc43)c2=O)cc1
-2.8%	COc1cccc(CNC(=O)Cn2c(=O)nc(-c3ccccc3F)c3cc(Cl)ccc32)c1

# Gathered by group, those above containing a thiophene ring, fused or not (13)
Epigenetic reg	canonical_smiles
-1.1%	CCN(CCCNC(=O)c1cc2c(=O)n(CC)c3ccccc3c2s1)c1cccc(C)c1
2.2%	CCn1c(=O)c2cc(C(=O)Nc3cc(F)ccc3F)sc2c2ccccc21
0.0%	CCOc1ccc(NC(=O)c2c(NCc3cccs3)sc3c2CCCCC3)cc1
-1.8%	COc1ccc(NC(=O)c2ccc(NC(=O)CCS(=O)(=O)c3cccs3)cc2)cc1
-5.8%	COc1ccc(-c2csc3ncnc(Nc4cccc(F)c4)c23)cc1
u	O=C(Nc1sc2c(c1C(=O)NCc1cccnc1)CCCC2)c1cc(=O)c2ccccc2o1
-1.1%	Cc1ccc(NC(=O)C2CCCN(S(=O)(=O)c3cccs3)C2)c(C)c1 (centres undefined)
5.1%	COc1ccccc1CNC(=O)c1cc2sccc2n1Cc1ccc(Cl)cc1
0.0%	CCOC(=O)c1ccc(NC(=O)c2c(NCc3cccc(OC)c3)sc3c2CCC3)cc1
-3.3%	O=c1c2sc3ccccc3c2n(Cc2cccc(F)c2)c(=O)n1Cc1ccccc1
-1.8%	CC1CCc2c(sc(NC(=O)c3cc(-c4cccc(Cl)c4)on3)c2C(N)=O)C1 (centres undefined)
-0.5%	CCN(Cc1ccccc1)C(=O)Cn1c(=O)n(-c2ccc(Cl)cc2)c(=O)c2c(C)c(C(=O)N(C)C)sc21
0.2%	CC(C)(C)C(=O)Cn1c(=O)n(-c2ccc(Cl)cc2)c(=O)c2c3c(sc21)CCCC3
